NADH enzymes: inhibitors of enzymes used to reach an NAD/NADH endpoint. AID 774. coupled PK/LDH NADH assays, four targets. IC50, µM (series often up to 10 µM), inactives show at the top dose inhibition. 0.02% of 65,000 active;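 active means single-dose screening hits from any of four coupled enzyme assays that gave an IC50 when retested across doses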;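 further: the DPM-DC format reads NADH fluorescence rather than 340 nm absorbance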
MMP-13 inhibitor: blocks human MMP13 activity; MMP-13 fTHP FRET cleavage, Mca fluorescence; inhibition, % at 4 µM; 0.07% of 65,000 active;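 active means inhibition above the mean of compound-free control plate wells plus 3 SD, cut at about 14% in these data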;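 further: 0% = DMSO wells and 100% = wells with reference MMP-13 inhibitor after basal subtraction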
5HT1E ag: agonists of human 5-HT1E serotonin receptor | 0.69% of 65,000 active | CHO 5-HT1E Ga15 NFAT-bla reporter, FRET; 0% DMSO wells, 100% control agonist wells | activation, % at 6 µM | AID 574;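 active means activation above a set limit, the screen-wide mean activation plus 3 SD, cut at about 8.5% in these data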;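 further: 100% = positive control agonist at 1 µM giving full maximal response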
5HT1a antag: blocks the human serotonin 5-HT1a receptor. P08908. CHO 5-HT1a Ga15 NFAT-bla reporter, antagonist mode. inhibition, % at 10 µM. 0.68% of 62,000 active. AID 612;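 active means inhibition above the mean of all tested compounds plus 3 SD, cut at about 43% in these data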;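 further: receptor stimulated by 5-CT agonist at 100 nM near EC80; beta-lactamase reporter measured by ratiometric fluorescence of a cleavable substrate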
HTR1E antagonist: antagonists of human 5-HT1E serotonin receptor. P28566. CHO 5-HT1E Ga15 NFAT-bla reporter, FRET, antagonist. inhibition, % at 6 µM. 0.99% of 65,000 active. AID 571;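 active means inhibition above a set limit, the mean inhibition across every tested compound plus 3 SD, cut at about 29% in these data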;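 further: signal is the 460 over 535 nm emission ratio of beta-lactamase substrate; 0% = agonist plus DMSO wells and 100% = wells without agonist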
SF1 activator: activators of human nuclear receptor SF-1. Q13285. CHO-K1 Gal4-SF-1 LBD luciferase reporter; % increase over DMSO SF-1-specific signal. activation, % at 10 µM. 1.9% of 65,000 active;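 active means activation above the mean activation of all tested compounds plus 3 SD, cut at about 50% in these data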
Target sequence (Q13285 whole entry, looked up, the tested form may be a part): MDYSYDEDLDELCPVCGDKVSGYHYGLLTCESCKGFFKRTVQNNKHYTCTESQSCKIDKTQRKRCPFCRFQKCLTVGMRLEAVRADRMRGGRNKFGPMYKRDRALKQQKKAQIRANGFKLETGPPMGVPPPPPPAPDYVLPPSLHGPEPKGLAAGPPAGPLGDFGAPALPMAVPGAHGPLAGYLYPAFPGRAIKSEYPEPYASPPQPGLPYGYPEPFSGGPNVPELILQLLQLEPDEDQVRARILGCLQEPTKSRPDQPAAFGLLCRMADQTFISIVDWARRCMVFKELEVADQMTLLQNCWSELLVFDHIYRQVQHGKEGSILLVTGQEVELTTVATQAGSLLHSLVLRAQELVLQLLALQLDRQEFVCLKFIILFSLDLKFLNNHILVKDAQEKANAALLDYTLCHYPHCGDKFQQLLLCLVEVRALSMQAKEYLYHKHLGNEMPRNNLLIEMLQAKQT
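Material: Gal4–SF-1 LBD one-hybrid luciferase reporter in CHO-K1 cells | Amount: 4,000 cells per well | Compound dosing: 10 µM single point, 1% DMSO | Schedule: 20 h compound treatment, 37 °C | Measured by: SteadyLite luciferase luminescence | Evaluation: Percent activation versus DMSO | Control set: DMSO-treated SF-1-transfected cells as negative, DMSO-treated mock-transfected cells lacking SF-1 as background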
Ecoli tolC: E. coli tolC mutant growth inhibition; E. coli BW25113 tolC mutant growth, OD615; growth inhibition, % at 10 µM (by protocol); 2.2% of 65,000 active; AID 573;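 active means growth inhibition at or above a cutoff equal to the mean over every tested compound plus 3 SD, cut at about 60% in these data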;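 further: growth measured after 20 h incubation at 37 °C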
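Test system: tolC-deleted E. coli BW25113; medium: LB with kanamycin 50 µg/mL; compound: single-point testing at 10 µM; incubation: 20 h compound exposure of bacteria at 37 °C; signal: OD at 615 nm; evaluation: growth inhibition in percent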
RORA act: activators of human nuclear receptor RORA; P35398; 1.5% of 65,000 active; activation, % at 10 µM; AID 560; CHO-K1 Gal4-RORA LBD luciferase reporter, luminescence; percent increase over mock-subtracted basal signal;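 active means activation above the mean of all tested compounds plus 3 SD, cut at about 49% in these data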;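 further: 0% = DMSO-treated RORA cells and 100% = added signal equal to DMSO minus mock-transfected cells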
Target sequence (P35398 whole entry, looked up, the tested form may be a part): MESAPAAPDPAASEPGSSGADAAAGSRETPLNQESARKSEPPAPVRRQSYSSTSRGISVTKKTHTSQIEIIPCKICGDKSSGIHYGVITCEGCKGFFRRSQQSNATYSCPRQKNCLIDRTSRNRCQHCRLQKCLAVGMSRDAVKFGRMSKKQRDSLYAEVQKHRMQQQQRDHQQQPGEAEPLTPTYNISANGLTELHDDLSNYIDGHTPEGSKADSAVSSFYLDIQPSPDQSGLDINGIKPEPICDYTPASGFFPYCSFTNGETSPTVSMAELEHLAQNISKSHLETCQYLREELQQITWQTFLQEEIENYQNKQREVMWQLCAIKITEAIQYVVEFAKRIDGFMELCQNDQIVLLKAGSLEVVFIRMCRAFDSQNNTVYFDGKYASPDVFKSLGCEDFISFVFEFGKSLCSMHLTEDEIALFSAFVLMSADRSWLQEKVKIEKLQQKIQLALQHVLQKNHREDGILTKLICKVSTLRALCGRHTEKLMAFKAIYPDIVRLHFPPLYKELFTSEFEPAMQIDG
5HT1a ag: 5-HT1a (human) receptor agonism; P08908; CHO 5-HT1a Ga15 NFAT-bla reporter, FRET ratio; 0% basal, 100% maximal reference agonist; activation, % at 10 µM; 0.56% of 65,000 active;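 active means activation above the screen-wide mean activation plus 3 SD, cut at about 19% in these data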;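 further: 0% = DMSO wells and 100% = 5-CT at EC100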
An asterisk follows results filed as active; [ ] = remark or other dose.

CCOCCn1c(SCc2c(F)cccc2Cl)nc2c1c(=O)[nH]c(=O)n2C was read as NADH enzymes 1%, MMP-13 inhibitor 4, 5HT1E ag -0.3, HTR1E antagonist 1, SF1 activator 4, Ecoli tolC 3, RORA act 7 and 5HT1a ag 1.2.
`COc1cc(OC)cc(C(=O)NC2CCN(Cc3nnnn3Cc3cccs3)CC2)c1` gave NADH enzymes 6%, MMP-13 inhibitor -5, 5HT1E ag -0.1, 5HT1a antag 11, HTR1E antagonist 4, SF1 activator 4, Ecoli tolC -2, RORA act -28 and 5HT1a ag -1.2.
Screening CCCCn1c(=O)[nH]c(=O)c2c1nc(COc1ccc(C#N)cc1)n2CCC returned NADH enzymes 2%, MMP-13 inhibitor 4, 5HT1E ag 1.4, 5HT1a antag -2, HTR1E antagonist 7, SF1 activator 33, Ecoli tolC 6, RORA act 2 and 5HT1a ag 4.2.
Cc1nc2ccc(S(=O)(=O)NC(C(=O)N3CCC(C)CC3)C(C)C)cc2s1 (centres undefined) was read as NADH enzymes 1%, MMP-13 inhibitor 5, 5HT1E ag -1.5, 5HT1a antag 10, HTR1E antagonist 8, SF1 activator 0, Ecoli tolC -1, RORA act -7 and 5HT1a ag -5.5.
Screening O=C(NC1CCS(=O)(=O)C1)c1ccc(-c2ccc(Br)cc2)o1 (centres undefined) returned NADH enzymes 9%, MMP-13 inhibitor -56, 5HT1E ag -0.1, 5HT1a antag -1, HTR1E antagonist 10, SF1 activator 37, Ecoli tolC 3, RORA act 21 and 5HT1a ag -0.7.
For CCCCSc1nnc(-c2c[nH]c3ccccc23)n1C the results were NADH enzymes 3%, MMP-13 inhibitor 3, 5HT1E ag 0.2, 5HT1a antag 5, HTR1E antagonist -8, SF1 activator 57*, Ecoli tolC 1, RORA act 32 and 5HT1a ag -2.4.
`C/C(Cl)=C\CNC(C)c1ccccc1` (centres undefined) gave NADH enzymes 3%, MMP-13 inhibitor 6, 5HT1E ag -1.4, 5HT1a antag 4, HTR1E antagonist 5, SF1 activator -6, Ecoli tolC -12, RORA act -11 and 5HT1a ag -4.0.
For CCOC(=O)c1cc(C(O)(C(F)(F)F)C(F)(F)F)c(/N=C/N(C)C)o1 the results were NADH enzymes 8%, MMP-13 inhibitor 6, 5HT1E ag -0.8, 5HT1a antag -1, HTR1E antagonist -3, SF1 activator -11, Ecoli tolC 15, RORA act 14 and 5HT1a ag 0.5.
Cc1ccc2cc(CN(C(=O)c3cccnc3)C(C)C)c(=O)[nH]c2c1 was read as NADH enzymes 3%, MMP-13 inhibitor -3, 5HT1E ag 0.2, 5HT1a antag -5, HTR1E antagonist -7, SF1 activator -6, Ecoli tolC -3, RORA act 2 and 5HT1a ag -1.6.
Screening Nc1cc(C(=O)OCC(=O)NCc2ccco2)ccc1Cl returned NADH enzymes 6%, MMP-13 inhibitor 1, 5HT1E ag -0.1, 5HT1a antag 8, HTR1E antagonist -1, SF1 activator -8, Ecoli tolC -2, RORA act 8 and 5HT1a ag -0.6.
Screening C#CCOC(=O)c1ccccc1C(=O)N(CC)CC returned NADH enzymes 6%, MMP-13 inhibitor 0, 5HT1E ag 0.2, 5HT1a antag 0, HTR1E antagonist -6, SF1 activator -5, Ecoli tolC -14, RORA act -5 and 5HT1a ag -1.6.
`COc1ccc(-c2noc(CCCC(=O)NCc3ccco3)n2)cc1OC` gave NADH enzymes 4%, MMP-13 inhibitor -1, 5HT1E ag -0.3, 5HT1a antag 9, HTR1E antagonist 2, SF1 activator -9, Ecoli tolC 6, RORA act 6 and 5HT1a ag -1.4.
`Cc1cc2cc(CNS(=O)(=O)c3ccccc3)ccc2n1C` gave NADH enzymes 8%, MMP-13 inhibitor 0, 5HT1E ag -0.3, 5HT1a antag -9, HTR1E antagonist -3, SF1 activator -19, Ecoli tolC 14, RORA act -1 and 5HT1a ag -1.8.
`CC(C)CCOCC(=O)Nc1cccc(C(=O)O)c1` gave NADH enzymes 3%, MMP-13 inhibitor 0, 5HT1E ag -0.1, 5HT1a antag -17, HTR1E antagonist -11, SF1 activator 35, Ecoli tolC -21, RORA act 31 and 5HT1a ag 0.8.
Screening CC(=O)Nc1cccc(NC(=O)CSc2nnc(Cc3cccn3C)n2CCc2ccccc2)c1 returned NADH enzymes 8%, MMP-13 inhibitor 2, 5HT1E ag 2.1, 5HT1a antag -5, HTR1E antagonist -8, SF1 activator -18, Ecoli tolC 8, RORA act 0 and 5HT1a ag -3.5.
Screening CN(Cc1ccccc1)S(=O)(=O)c1ccc(NC(=O)C2CCCO2)cc1 (centres undefined) returned MMP-13 inhibitor 2, 5HT1E ag 0.4, 5HT1a antag -3, HTR1E antagonist -4, SF1 activator -3, RORA act -16 and 5HT1a ag 4.2.
Screening CCC(=O)N1CCc2cc(S(=O)(=O)NC(C(=O)NCc3ccc(F)cc3)C(C)C)ccc21 (centres undefined) returned NADH enzymes 3%, MMP-13 inhibitor 2, 5HT1E ag -0.7, 5HT1a antag -4, HTR1E antagonist -8, SF1 activator -3, Ecoli tolC -10, RORA act 6 and 5HT1a ag -0.5.
For CCCc1[nH][nH]c(=O)c1C(c1cccc(Cl)c1)C(C#N)C#N (centres undefined) the results were NADH enzymes 3%, MMP-13 inhibitor 5, 5HT1E ag 1.6, 5HT1a antag 3, HTR1E antagonist -6, SF1 activator 29, Ecoli tolC 16, RORA act 12 and 5HT1a ag -0.3.
`Cn1c(-c2ccc(C(=O)c3ccccc3)s2)nc2ccccc21` gave NADH enzymes 6%, MMP-13 inhibitor -28, 5HT1E ag 0.6, 5HT1a antag -25, HTR1E antagonist 10, SF1 activator -18, Ecoli tolC 4, RORA act -35 and 5HT1a ag 1.6.
Screening Cc1cc(Oc2ccc(Cl)cc2)nc(-c2ccccc2O)n1 returned NADH enzymes 2%, MMP-13 inhibitor 6, 5HT1E ag -0.2, 5HT1a antag 17, HTR1E antagonist -5, SF1 activator 26, Ecoli tolC 15, RORA act -4 and 5HT1a ag 3.1.
For O=C(O)CCc1nc(-c2ccccc2)no1 the results were NADH enzymes 2%, MMP-13 inhibitor 4, 5HT1E ag 0.5, 5HT1a antag 5, HTR1E antagonist 0, SF1 activator 12, Ecoli tolC -28, RORA act -12 and 5HT1a ag -4.0.
`CC1Cc2ccccc2N1C(=O)c1cc2c(=O)n3ccccc3nc2n1C` (centres undefined) gave NADH enzymes 2%, MMP-13 inhibitor -2, 5HT1E ag 0.5, 5HT1a antag -14, HTR1E antagonist 39*, SF1 activator 3, Ecoli tolC 17, RORA act 3 and 5HT1a ag 2.5.
Screening O=C(NCc1ccccc1)NC1(C(=O)N2CCN(c3ncccn3)CC2)CCCCC1 returned NADH enzymes 10%, MMP-13 inhibitor -3, 5HT1E ag 0.2, 5HT1a antag 5, HTR1E antagonist -1, SF1 activator -1, Ecoli tolC -31, RORA act -17 and 5HT1a ag -0.5.
For Cc1nc(N2CCN(c3ccccc3)CC2)nc2c1C(=O)CCC2 the results were NADH enzymes 4%, MMP-13 inhibitor -3, 5HT1E ag 1.2, 5HT1a antag -12, HTR1E antagonist -4, SF1 activator 0, Ecoli tolC 91*, RORA act -10 and 5HT1a ag -1.3.
`Cc1ccc2nc(-c3cccnc3)oc2c1` gave NADH enzymes 15%, MMP-13 inhibitor -96[fluorescence artefact?], 5HT1E ag -0.3, 5HT1a antag 0, HTR1E antagonist -2, SF1 activator 33, Ecoli tolC -9, RORA act 50* and 5HT1a ag -1.7.
Screening O=C(C1COc2ccccc2O1)N1CCn2c(nc3ccccc32)C1 (centres undefined) returned NADH enzymes 2%, MMP-13 inhibitor -12, 5HT1E ag 1.9, 5HT1a antag -8, HTR1E antagonist 5, SF1 activator 10, Ecoli tolC 25, RORA act -4 and 5HT1a ag -3.0.
For CCCCOC(=O)C1[C@H]2C(=O)N(Cc3cccs3)C[C@]23C=C[C@H]1O3 (some centres undefined) the results were NADH enzymes 9%, MMP-13 inhibitor 2, 5HT1E ag -0.3, 5HT1a antag -1, HTR1E antagonist -3, SF1 activator 8, Ecoli tolC -12, RORA act -4 and 5HT1a ag 1.4.
CCCCn1c(=N)n(CC(O)COc2ccccc2)c2ccccc21 (centres undefined) was read as NADH enzymes 1%, MMP-13 inhibitor 6, 5HT1E ag -1.4, 5HT1a antag 54*, HTR1E antagonist 17, SF1 activator -2, Ecoli tolC 43, RORA act 17 and 5HT1a ag -4.4.
Screening COC(=O)c1ccc(S(=O)(=O)c2ccc(C(=O)OC)s2)s1 returned NADH enzymes 2%, MMP-13 inhibitor -1, 5HT1E ag -1.4, 5HT1a antag 2, HTR1E antagonist 1, SF1 activator -11, Ecoli tolC -3, RORA act 5 and 5HT1a ag 2.5.
Screening CCCn1c(=N)n(CCOc2ccc(OC)cc2)c2ccccc21 returned NADH enzymes 3%, MMP-13 inhibitor 5, 5HT1E ag -0.2, 5HT1a antag 21, HTR1E antagonist 13, SF1 activator -24, Ecoli tolC 23, RORA act -14 and 5HT1a ag -0.1.
CCOC(=O)N1CCN(C(c2ccc(C(C)C)cc2)c2sc3nc(C)nn3c2O)CC1 (centres undefined) was read as NADH enzymes 5%, MMP-13 inhibitor 1, 5HT1E ag 0.1, 5HT1a antag -3, HTR1E antagonist 9, SF1 activator -10, Ecoli tolC 12, RORA act 0 and 5HT1a ag -0.5.
`Cc1ccc(-n2nnc3c(=O)n(CC(=O)N4CCOCC4)cnc32)cc1` gave NADH enzymes 3%, MMP-13 inhibitor 3, 5HT1E ag -0.8, 5HT1a antag -2, HTR1E antagonist 4, SF1 activator 11, Ecoli tolC 1, RORA act -16 and 5HT1a ag 2.0.
`Cc1cccc(-n2c(N)cc(=O)[nH]c2=S)c1C` gave NADH enzymes 3%, MMP-13 inhibitor 7, 5HT1E ag -0.3, 5HT1a antag 0, HTR1E antagonist -2, SF1 activator -1, Ecoli tolC -5, RORA act -4 and 5HT1a ag -2.1.
`CC(C)Oc1ccc(C(=O)Nc2ccc(N(C)C)cc2)cc1` gave NADH enzymes 3%, MMP-13 inhibitor 7, 5HT1E ag -0.2, 5HT1a antag -4, HTR1E antagonist 3, SF1 activator 21, Ecoli tolC -5, RORA act 2 and 5HT1a ag -4.8.
`CC(C)OC(=O)CC(=O)CSc1nc2c(cc1C#N)CCC2` gave NADH enzymes 13%[fluoresces], MMP-13 inhibitor -44[fluorescence artefact?], 5HT1E ag -1.2, 5HT1a antag 0, HTR1E antagonist 0, SF1 activator 20, Ecoli tolC -24, RORA act 5 and 5HT1a ag -1.6.

Bioassay records as filed in PubChem.
